Bioassay records deposited in PubChem BioAssay by National Center for Advancing Translational Sciences (NCATS).
D1 antagonist – blocks dopamine activation of the human D1 receptor; HEK293 TREx D1 cells, calcium flux, dopamine EC80; active compounds read low; activity change, negative = inhibition, % at 10 µM; 3.2% of 360,000 active; in the data active = activity change below about -30%; also: % is scaled to controls: 0 for no effect and ±100 for the full control effect
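Using tetracycline-induced force-coupled D1 Hek293 cells and a calcium dye, signals were followed for 180 s after compound, then for 180 s after EC80 dopamine, to detect inhibitors.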
TRHR enhancer – allosteric enhancers of human TRH receptor | TRHR cells, fluo-8 calcium fluorescence, EC20 TRH enhancement | enhancement, % at 2 µM | 0.66% of 360,000 active | AID 493056; in the data active = enhancement above about 30%; also: 0% is about no effect
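Enhancer read-out: after compound pinning and an initial kinetic agonist-mode read, an EC20 of TRH (10 nM final) was injected and fluo-8 calcium signal (Ex 480/Em 530) followed at 1 s/cycle for 100 cycles in TRHR-expressing cells.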
D1 agonist – human D1 receptor agonism. 1% of 360,000 active. AID 504660. activation, % at 2 µM. P21728. HEK293 T-REx D1 cells, calcium flux, agonist mode; in the data active = activation above about 30%; also: 0% is about no effect
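Inducible HEK293 T-REx D1 cells, force-coupled to calcium signalling, were plated at 4000 cells/well with tetracycline and held overnight at 30 C. After no-wash calcium dye loading, compound-evoked calcium rise over 180 s flagged agonists.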
RXFP1 ag – agonists of human relaxin receptor RXFP1. HEK293T-RXFP1 cAMP TR-FRET, 30 min; response scale: percent of porcine relaxin response, buffer zero. Potency, µM (doses to about 57.5 µM), without a hit: top-dose activation, actives largely listed as activators. 0.3% of 370,000 active; active = well fitted activation curve with a large enough effect; also: potency is read from the fitted curve at half-maximal effect; % is scaled to controls: 0 for no effect and ±100 for the full control effect; nearly all actives have a fitted effect of over 60% in size; many of its hits are not listed in these tables
Target sequence (Q9HBX9 whole entry, looked up): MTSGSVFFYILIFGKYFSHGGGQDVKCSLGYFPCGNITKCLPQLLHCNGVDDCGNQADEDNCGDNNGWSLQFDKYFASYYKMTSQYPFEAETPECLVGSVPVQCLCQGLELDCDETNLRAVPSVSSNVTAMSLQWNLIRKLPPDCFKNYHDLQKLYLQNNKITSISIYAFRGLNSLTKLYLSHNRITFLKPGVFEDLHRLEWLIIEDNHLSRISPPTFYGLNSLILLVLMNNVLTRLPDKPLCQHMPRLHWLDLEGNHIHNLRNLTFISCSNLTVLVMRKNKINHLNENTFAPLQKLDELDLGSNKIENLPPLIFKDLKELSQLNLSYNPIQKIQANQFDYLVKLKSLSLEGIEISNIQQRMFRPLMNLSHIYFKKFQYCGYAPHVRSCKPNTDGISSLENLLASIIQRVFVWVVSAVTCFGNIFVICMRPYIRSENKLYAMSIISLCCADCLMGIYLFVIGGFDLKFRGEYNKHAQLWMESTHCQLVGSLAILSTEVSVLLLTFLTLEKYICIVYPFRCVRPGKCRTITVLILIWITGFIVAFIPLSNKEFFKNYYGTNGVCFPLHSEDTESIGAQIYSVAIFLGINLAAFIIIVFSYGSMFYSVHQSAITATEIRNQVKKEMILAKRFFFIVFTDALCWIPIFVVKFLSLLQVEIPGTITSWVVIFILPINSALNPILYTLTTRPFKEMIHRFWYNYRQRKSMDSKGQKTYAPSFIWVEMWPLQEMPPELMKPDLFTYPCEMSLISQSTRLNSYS
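HEK293T cells stably expressing RXFP1 were pretreated with the PDE4 inhibitor Ro 20174, exposed to compounds for 30 min at 37C, lysed, and cAMP was read by TR-FRET. Data normalized to buffer (basal) and 29 nM porcine relaxin (100%).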
D2 potentiator – positively modulates the human D2 dopamine receptor allosterically; P14416; HEK293 T-REx D2, calcium flux, EC20 dopamine potentiation; potentiation, % at 10 µM; 0.34% of 340,000 active; AID 485347;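 active = potentiation over 3 SD above the plate norm, cut at about 30% in these data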; also: 0% is about no effect
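Tetracycline-induced HEK293 T-REx cells force-coupled to calcium signalling expressed D2; compounds were pin-added after a 10 s baseline, read kinetically 180 s, then an EC20 dopamine challenge followed with a further 180 s calcium read.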
RXFP1 antag – RXFP1 (human) relaxin receptor antagonism. HEK293-RXFP1, relaxin-stimulated cAMP HTRF, 30 min; active compounds read low. activity change, negative = inhibition, % at 57.5 µM. 0.59% of 350,000 active. AID 1259400;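 active = activity change of -60% or lower, but not beyond a set lower limit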; also: % is scaled to controls: 0 for no effect and ±100 for the full control effect
D2 antagonist – antagonists of human D2 dopamine receptor | P14416 | HEK293 TREx D2 cells, calcium flux, dopamine EC80 | inhibition, % at 10 µM | 2% of 340,000 active | AID 485344; in the data active = inhibition above about 30%; also: 0% is about no effect
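Calcium mobilization kinetics were recorded at 1 s intervals in tetracycline-induced HEK293 T-REx D2 cells, first for 180 s after compound addition and then 180 s after EC80 dopamine.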
D1 PAM – human D1 dopamine receptor positive modulation; P21728; HEK293 TREx D1 cells, calcium flux, dopamine EC20 potentiation; potentiation, % at 10 µM; 0.036% of 360,000 active; AID 504651; in the data active = potentiation above about 30%; also: 0% is about no effect
D2 agonist – D2 dopamine receptor (human) agonism | HEK293 T-REx D2 cells, calcium flux agonist mode | 0.53% of 340,000 active | activation, % at 2 µM | P14416 | AID 485358;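 active = activation over 3 SD above normal in the single-dose calcium agonist read, cut at about 30% in these data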; also: 0% is about no effect
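Calcium-flux readout, 1 cycle/sec over 180 s following compound pin transfer, in inducible HEK293 Trex D2 cells (force-coupled); dopamine controls included. Positive calcium responses during this window marked compounds as potential agonists.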
* marks the source's active call; other numbers are inactive results; x = no result given; & = joins results of further samples. Only part of the results is shown; count on the stated rates, not on these rows.

SMILES | D1 antagonist | TRHR enhancer | D1 agonist | RXFP1 ag | D2 potentiator | RXFP1 antag | D2 antagonist | D1 PAM | D2 agonist
CCN(CC)CCN(C(=O)c1ccc(S(=O)(=O)N(C)C2CCCCC2)cc1)c1nc2ccc(OC)cc2s1 | -10 | 0 | 1 | -1.5% | 9 | -2 | 9 | -4 | -0.6
O=C(CC(C(=O)O)P(=O)(c1ccccc1)c1ccccc1)c1ccccc1 (stereo not drawn) | 1 | -1 | 2 | -1.5% | -3 | -39 | 2 | 0 | -0.1
Cc1ccc(C(=O)CSc2nc(C)cc(SCc3nnc(-c4ccccc4)o3)n2)cc1 | -6 | -7 | 1 | 0.9% | 6 | -1 | 2 | 5 | 0.3
O=C(C1=C(O)C(=O)N(Cc2ccco2)C1c1cccc(Cl)c1)c1ccco1 (stereo not drawn) | 20 | -2 | 7 | 1.7% | -3 | 12 | 9 | -1 | -0.5
CC(C)c1cc(C(F)(F)F)n2nc(C(=O)O)cc2n1 | 10 | 0 | 2 | -2.2% | 1 | 1 | 17 | -5 | 0.4
COc1ccc(/C=N/NC(=O)CNC(=O)c2ccc(S(=O)(=O)N3CCOCC3)cc2)cc1OC | 2 | 4 | -1 | -0.3% | 1 | -6 | 15 | -8 | -1.0
COc1ccc2oc(C(=O)OCC(=O)N3CCN(S(=O)(=O)c4ccc(C)cc4)CC3)c(C)c2c1 | -5 | -1 | 9 | -0.7% | -4 | -7 | 12 | -4 | 0.7
Cn1c(=O)[nH]c(=O)c2c1nc(N1CCNCC1)n2Cc1ccccc1Cl | 17 | 4 | 5 | -1.8% | -1 | -4 | -5 | 0 | -0.4
CC12CCC(c3nnc(SCC(=O)Nc4cccc5ccccc45)nc31)C2(C)C (stereo not drawn) | 10 | -1 | -1 | 0.3% | 17 | -2 | -1 | -13 | 0.3
NS(=O)(=O)c1ccc(NC(=O)Nc2ccc3c(c2)OCO3)cc1 | -13 | 10 | 0 | 3.7% | -1 | 4 | -18 | -2 | 0.3
CC1(C)CC(=O)C=C(Nc2ccc(C(=O)O)c(O)c2)C1 | -10 | 9 | 1 | -0.5% | 9 | -11 | -22 | -6 | 0.8
Cc1[nH]nc2c1C(c1ccc3c(c1)OCO3)C(C#N)=C(N)O2 (stereo not drawn) | 13 | 2 | 3 | -0.3% | x | 39 | -7 | -6 | 1.2
COC(=O)C1C(=O)C=C(Nc2ccc(F)cc2)CC1c1ccc(OC)cc1 (stereo not drawn) | 7 | 5 | 4 | 3.0% | -2 | -4 | -36 | -6 | -2.5
COc1ccc(/C=N/NC(=O)c2cc[n+]([O-])cc2)cc1OC | 6 | -2 | 3 | 0.7% | -1 | 4 | 1 | -6 | 0.1
O=C(NCc1ccco1)c1ccc(S(=O)(=O)N2CCCc3ccccc32)cc1 | -32* | -3 | 15 | 0.4% | -13 | 3 | 40* | -4 | 2.9
COc1ccc(-c2nnc(SCC(=O)Nc3ccc4c(c3)OCCO4)n2N)cc1OC | -2 | 0 | 4 | 0.5% | -7 | 13 | -6 | -3 | -0.2
Cc1ccc2nsnc2c1S(=O)(=O)NCCc1c(C)[nH]c2ccc(F)cc12 | 0 | -5 | 1 | 0.1% | x | 8 | x | -2 | x
CC(C(N)=O)N1C(=O)NC2(CCCc3ccccc32)C1=O (stereo not drawn) | -5 | 1 | 3 | 1.4% | -5 | -15 | 6 | -3 | 1.0
COc1ccc(N2CCN(S(=O)(=O)CCNC(=O)c3ccco3)CC2)cc1 | 9 | -3 | 2 | 0.6% | 4 | -9 | -7 | 1 | 0.0
c1coc(C2=Nc3cccc4cccc(c34)N2)c1 | -1 | 0 | 2 | -0.2% | 15 | -28 | 8 | 4 | 0.8
O=C(CC1=NC2(CCCC2)Cc2ccccc21)N1CCOCC1 | 5 | 1 | 2 | 2.5% | 3 | 3 | 5 | 7 | 0.7
CCn1c(=O)n(CC)c2cc([N+](=O)[O-])ccc21 | -13 | 4 | 3 | 2.0% | 0 | -13 | -8 | 5 | 0.0
CCN(CC)CCN1C(=O)C(=O)/C(=C(/O)c2ccc(OC)c(OC)c2)C1c1ccccn1 (stereo not drawn) | 8 | 4 | 6 | 0.9% | 10 | 7 | 7 | 9 | 1.9
Cc1nc2ccccc2n1CC(=O)c1ccccc1 | 5 | 14 | 6 | 1.8% | 10 | 17 | -15 | -5 | -0.5
COc1ccccc1-n1c(CNc2c(C)cccc2C)nnc1SCC(=O)N1CCOCC1 | 3 | -1 | 1 | 0.3% | -3 | -20 | 4 | -2 | 0.0
CN(C)C(=O)c1ccc(NC(=O)c2cccnc2)cc1 | -19 | -3 | -3 | 0.7% | -6 | 1 | -9 | 2 | 1.6
COc1cc(CNC(=O)C2CCC(=O)N(C3CCCCCC3)C2)cc(OC)c1 (stereo not drawn) | -11 | 4 | 3 | -0.6% | 5 | -2 | -8 | -2 | -1.0
Cn1nnnc1SCCNS(=O)(=O)c1ccccc1 | -13 | 2 | 0 | -0.7% | -14 | -6 | -6 | -3 | 1.0
CC(C)NC(=O)NC(=O)CN1C(=O)NC2(CCc3ccccc3C2)C1=O (stereo not drawn) | 5 | 1 | 1 | 7.8% | -1 | -13 | 16 | 2 | 0.2
CC1(C)NC(=O)N(CC(O)COC2CCCCC2)C1=O (stereo not drawn) | -17 | -3 | 2 | 2.9% | -4 | 9 | -14 | 2 | 1.1
COc1ccc(S(=O)(=O)N(Cc2nc3ccccc3c(=O)[nH]2)C2CCCC2)cc1 | 0 | 4 | 0 | -2.4% | 10 | 3 | 3 | -2 | 1.2
CCN(CC)c1ccc(CNc2ccc3c(c2)ncn3CC)cc1 | -16 | 11 | 6 | -2.9% | 16 | -8 | -13 | -4 | -0.5
Cc1cc(C)n(S(=O)(=O)c2ccc(C)c(C)c2C)n1 | -8 | 5 | 2 | 24% | 16 | -20 | -5 | -2 | 0.1
CCC1CCCN1Cn1cnc2c([nH]c3ccc(C)cc32)c1=O (stereo not drawn) | -11 | -2 | 1 | -1.3% | 12 | -11 | -6 | -6 | 0.7
CN(C)/C=C1\N=C(c2cccnc2Oc2ccc(Cl)cc2)OC1=O | 21 | 4 | 0 | -0.9% | 10 | -3 | 2 | 6 | -1.8
CC1CCN(c2nc(-c3cccnc3)nc3scc(-c4ccccc4)c23)CC1 | 0 | 41* | 1 | 1.9% | 8 | -1 | 14 | -4 | 0.4
Cc1ccc2[nH]c3c(=O)n(CC(=O)NCc4ccco4)ncc3c2c1 | -2&-9 | -3&13 | 5&5 | 2.1%&0.8% | -23&-10 | -12&-11 | 9 | -5&0 | 1.5&-0.9
O=C(NNC(=S)NC1CC2C=CC1C2)c1cccnc1 (stereo not drawn) | 12 | 0 | 3 | -0.7% | 7 | -14 | 2 | 4 | 0.6
O=C1C=C(NC2CCCC2)CC(c2ccccc2)C1 (stereo not drawn) | -16 | 9 | 6 | 2.0% | 2 | 8 | 12 | -7 | -0.1
COc1cc(C2/C(=C(\O)c3ccc4c(c3)CC(C)O4)C(=O)C(=O)N2CCN2CCOCC2)cc(OC)c1OC (stereo not drawn) | -4 | -4 | 4 | 3.8% | -2 | -5 | 15 | 0 | 0.1
N#CC1=C(N)Oc2n[nH]c(-c3cccnc3)c2C1c1cc(F)ccc1F (stereo not drawn) | 14 | 9 | 11 | 2.9% | 15 | -17 | 0 | 5 | -0.1
O=C(COC(=O)CCSc1ccccc1)Nc1cc(F)ccc1F | 14 | 1 | 1 | -1.4% | 3 | 6 | -5 | -3 | -0.2
CCCCC(=O)Nc1ccc(C(=O)NCCc2ccccc2)cc1 | -1 | 27 | 0 | -0.9% | 12 | 0 | -25 | -4 | -0.5
Cc1cc(C)c(Cn2c3ccccc3c3cnn(CC(=O)NCC(C)c4ccccc4)c(=O)c32)c(C)c1 (stereo not drawn) | 4 | -3 | -1 | 24% | -8 | -1 | x | -1 | 0.5
COc1ccc(-n2nc(C(=O)N3CCN(c4cccc(C)c4C)CC3)c3c4ccccc4n(C)c3c2=O)cc1 | 11 | -4 | 1 | 4.0% | -7 | 0 | x | 4 | 3.7
COc1cc(C(=O)Nc2ccccc2-c2nc(-c3ccccc3)no2)cc(OC)c1OC | -12 | 6 | 1 | -4.1% | -7 | 2 | x | -5 | 0.4
O=C(NN1CCOCC1)c1ccccc1F | 42 | -1 | 3 | -1.1% | 0 | 4 | 4 | -2 | 1.0
Cc1ccc(S(=O)(=O)N2CCC[C@H]2C(=O)OC(C)C(=O)Nc2ncc(Cl)cc2Cl)cc1 (stereo partly drawn) | 19 | -6 | 0 | 2.5% | 14 | 2 | 1 | -6 | -2.1
CC(=O)Cc1ccccc1OCC(=O)O | 4 | 1 | 4 | 1.4% | 6 | 5 | -4 | -3 | -0.7
CCOC(=O)c1ccc(N2C(=O)c3n[nH]c(C)c3C2c2ccc(OC)c(OC)c2)cc1 (stereo not drawn) | -37* | 3 | 1 | 1.2% | 6 | -5 | 15 | -8 | 0.5
CC(SC1=NCCS1)C(=O)Nc1nnc(-c2ccc(Br)cc2)s1 (stereo not drawn) | 3 | -1 | 4 | 1.9% | -1 | 0 | 0 | 2 | 0.1
NC(=O)c1ccc(N2CCN(c3ncc(C(F)(F)F)cc3Cl)CC2)cc1 | 4 | 1 | 2 | 8.8% | 3 | -17 | -1 | -5 | -0.5
COc1ccccc1CN(C)c1nnnn1-c1ccccc1 | -9 | -3 | 3 | 3.3% | -1 | 0 | -9 | 1 | -0.1
CCN(CC)S(=O)(=O)c1ccc(-c2cn3cc(Cl)ccc3n2)cc1 | 1 | -3 | 1 | 14% | -7 | -17 | -26 | -7 | -0.4

In the list so far, 7 have fluorine.
SMILES | D1 antagonist | TRHR enhancer | D1 agonist | RXFP1 ag | D2 potentiator | RXFP1 antag | D2 antagonist | D1 PAM | D2 agonist
CC(C)c1cc(C(F)(F)F)n2nc(C(=O)O)cc2n1 | 10 | 0 | 2 | -2.2% | 1 | 1 | 17 | -5 | 0.4
COC(=O)C1C(=O)C=C(Nc2ccc(F)cc2)CC1c1ccc(OC)cc1 (stereo not drawn) | 7 | 5 | 4 | 3.0% | -2 | -4 | -36 | -6 | -2.5
Cc1ccc2nsnc2c1S(=O)(=O)NCCc1c(C)[nH]c2ccc(F)cc12 | 0 | -5 | 1 | 0.1% | x | 8 | x | -2 | x
N#CC1=C(N)Oc2n[nH]c(-c3cccnc3)c2C1c1cc(F)ccc1F (stereo not drawn) | 14 | 9 | 11 | 2.9% | 15 | -17 | 0 | 5 | -0.1
O=C(COC(=O)CCSc1ccccc1)Nc1cc(F)ccc1F | 14 | 1 | 1 | -1.4% | 3 | 6 | -5 | -3 | -0.2
O=C(NN1CCOCC1)c1ccccc1F | 42 | -1 | 3 | -1.1% | 0 | 4 | 4 | -2 | 1.0
NC(=O)c1ccc(N2CCN(c3ncc(C(F)(F)F)cc3Cl)CC2)cc1 | 4 | 1 | 2 | 8.8% | 3 | -17 | -1 | -5 | -0.5
